# Screening data from PubChem.
# IMPase cell inh: membrane-permeable compound that blocks inositol monophosphatase; inhibition (IP1 accumulation), % at 46.1 µM; 120,000 tested, under 10 active; CHO-M1 cells, IP1 accumulation, HTRF TR-FRET ratio; P97697; active = well fitted curve in the direction sought with a large enough effect in the signal ratio, not every such curve was filed as active; inconclusive = small, poorly fitted or top-dose-only effect, or a change in a side signal; inactive = no such curve, though single readings can be large or run the other way; the % refers to the signal ratio;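 note: cells stimulated with carbachol in lithium chloride buffer; plate controls were DMSO basal wells for no effect and reference inhibitor wells for full effect; higher means more IMPase inhibition seen as more IP1 and lower FRET ratio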
# Target sequence (P97697 whole entry, looked up): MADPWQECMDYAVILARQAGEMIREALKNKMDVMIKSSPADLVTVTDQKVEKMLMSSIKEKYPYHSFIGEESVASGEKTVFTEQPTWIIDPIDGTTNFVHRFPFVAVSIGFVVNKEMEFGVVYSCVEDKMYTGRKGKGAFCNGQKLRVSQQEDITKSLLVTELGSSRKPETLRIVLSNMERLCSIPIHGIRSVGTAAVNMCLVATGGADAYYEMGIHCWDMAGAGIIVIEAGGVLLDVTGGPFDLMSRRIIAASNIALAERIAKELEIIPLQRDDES
#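 CHO-M1 cells (CHO stably expressing M1 receptor), compound up to 46 uM final, stimulated with carbachol (50 uM as added) in buffer with 50mM LiCl, pH 7.4, 30 min at 37C. Cytosolic IP1 read by TR-FRET; AC50 from Hill fits.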
# ALOX15B inhib: blocks human 15-lipoxygenase 2 activity; Potency, µM (highest dose often 57.1 µM), for the others: top-dose activity change, negative = inhibition, most hits filed as inhibitors; purified 15hLO-2, xylenol orange hydroperoxide absorbance; AID 881; hit rate 0.56% among 110,000; note: potency is the fitted concentration of half-maximal effect; nearly all actives have a fitted effect of over 60% in size; many of its hits are not listed in these tables
# Target sequence (O15296 whole entry, looked up): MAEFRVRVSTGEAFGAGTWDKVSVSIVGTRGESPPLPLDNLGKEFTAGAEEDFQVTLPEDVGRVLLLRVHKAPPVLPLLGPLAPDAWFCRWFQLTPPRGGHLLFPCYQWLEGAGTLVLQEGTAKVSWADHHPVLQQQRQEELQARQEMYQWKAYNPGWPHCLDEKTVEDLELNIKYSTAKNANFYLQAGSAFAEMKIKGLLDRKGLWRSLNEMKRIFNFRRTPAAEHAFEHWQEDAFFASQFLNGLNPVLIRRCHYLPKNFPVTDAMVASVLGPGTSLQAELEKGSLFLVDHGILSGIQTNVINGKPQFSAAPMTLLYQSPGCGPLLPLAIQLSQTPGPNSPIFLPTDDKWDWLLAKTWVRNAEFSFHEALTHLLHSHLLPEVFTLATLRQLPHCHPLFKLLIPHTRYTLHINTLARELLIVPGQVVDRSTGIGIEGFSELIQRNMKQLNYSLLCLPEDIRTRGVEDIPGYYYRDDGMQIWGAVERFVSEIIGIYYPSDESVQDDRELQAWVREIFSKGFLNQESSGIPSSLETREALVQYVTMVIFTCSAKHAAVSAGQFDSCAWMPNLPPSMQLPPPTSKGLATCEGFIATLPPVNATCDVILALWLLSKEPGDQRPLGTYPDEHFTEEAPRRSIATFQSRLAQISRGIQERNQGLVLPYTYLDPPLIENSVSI
#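 Read-out: hydroperoxide product oxidises ferrous iron, measured as xylenol orange complex via the 573-to-405 nm absorbance ratio after 30 min. Reaction: 50 nM enzyme, 15 min compound preincubation, 45 uM arachidonic acid, 90 min RT, Hepes pH 7.5 with Triton X-100.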
# PNC inhibitor: blocks assembly of the perinucleolar compartment. hit rate 3.1% among 140,000. PC3M PTB-GFP, PNC prevalence imaging, 16 h; hits give low values. activity change (PNC), negative = inhibition, % at 10 µM;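 active = readout at or below -70, meaning at least 70% loss of cells showing the perinucleolar compartment, a nuclear body marking cancer cells; inconclusive = readout between -30 and a set limit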;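 note: plate controls were DMSO wells for no effect and camptothecin positive control wells for full effect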
#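 Compounds are pinned in duplicate onto adhered PC3M cells stably expressing GFP-tagged PTB and incubated 16 h at 37 C. Cells are then fixed, nuclei stained with Hoechst, and PNC-positive cells counted.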
# 12-hLO inh: 12-hLO (ALOX12) enzyme inhibition. Potency, µM (top dose mostly 57.1 µM), for inactives: top-dose activity change, negative = inhibition, actives largely listed as inhibitors. purified 12-hLO, xylenol orange hydroperoxide absorbance. P18054. hit rate 0.12% among 150,000. AID 1452; note: potency is the fitted concentration of half-maximal effect; nearly all actives have a fitted effect of over 55% in size; many of its hits are not listed in these tables
#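 Purified human 12hLO (150 nM final) was preincubated with compounds for 15 min at room temperature in 25 mM Hepes pH 7.0, 0.01% Triton X-100, then reacted with 40 uM arachidonic acid for 30 min. Hydroperoxide was detected with ferrous iron/xylenol orange.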
# * = called active by the depositor; ? = inconclusive; . = no result given; & = joins results of further samples; [ ] = remark or other dose. Unless noted, calls come from the whole dose curve; as a rule, active = well fitted curve in the direction sought with a large enough effect; inconclusive = small, poorly fitted or top-dose-only effect, or another doubt; inactive = no such curve, though single readings can be large; an effect the other way counts as inactive or inconclusive. Unless noted, % is set by controls: 0 for no effect and ±100 for the full control effect.
# Field names: A = IMPase cell inh; B = ALOX15B inhib; C = PNC inhibitor; D = 12-hLO inh
O=C(NC(=S)Nc1ccccc1Cl)c1csnn1
  A: -4 | B: ? | C: -30 | D: -20%

COc1ccccc1NC(=O)C1CC(=O)OC1c1ccccc1 (stereo not given)
  A: 11 | B: -3% | C: -27 | D: 0%

Cc1ccccc1-c1nc(CN2CCC(C(=O)N3CCN(c4ccccn4)CC3)CC2)c(C)o1
  A: 4 | B: 27% | C: ? | D: 5%

O=C(O)CSc1nnc(-c2cccs2)n1-c1ccc(Cl)cc1
  A: -9 | B: 0% | C: 27 | D: -2%

Cc1ccc(N2CCN(/N=C/c3sccc3C)CC2)cc1
  A: -5 | B: 8% | C: 7 | D: -1%

COc1cccc(-c2nnn(C/C(N)=N/O)n2)c1
  A: . | B: . | C: 11 | D: 0%

CCCC(=O)Nc1ccc(Cl)c(NC(=S)NC(=O)c2ccco2)c1
  A: 7 | B: . | C: ? | D: -2%

O=C(NCc1ccccn1)c1cc(S(=O)(=O)N2CCN(c3ccccc3)CC2)ccc1Cl
  A: 3 | B: 4% | C: 16 | D: -5%

Cc1scc(C(=O)N/N=C/c2ccsc2)c1C
  A: . | B: . | C: 25 | D: -1%

CCN(CC)c1ncccc1C(=O)NCc1cccs1
  A: 0 | B: -3% | C: 26 | D: 5%

COCCN(C(=O)C(C)C)c1nnc(-c2cccc(C)c2)s1
  A: 11 | B: 9% | C: ? | D: -15%

Cc1ccc(-n2nc3ccc(NC(=O)c4cccc([N+](=O)[O-])c4C)cc3n2)cc1
  A: . | B: . | C: 50 | D: 3%

COC(=O)c1cc(NC(=O)CN2CCOCC2)cc(C(=O)OC)c1
  A: 3 | B: 4% | C: ? | D: -4%

CCOC(=O)c1c(-c2ccc(C)o2)csc1NC(=O)CSc1ncn[nH]1
  A: 1 | B: 12% | C: 7 | D: -6%

COC(=O)CSC1=C(C#N)C(=O)NC(c2ccccc2)S1 (stereo not given)
  A: -3 | B: 13% | C: 23 | D: ?

O=C(c1c(Cl)nc2sccn12)N1CCCc2ccccc21
  A: 2 | B: 0% | C: 15 | D: 4%

O=C1CCC(=O)N1c1cccc(-c2nc3ccccc3o2)c1
  A: -1 | B: 3% | C: -16 | D: -1%

CCS(=O)(=O)c1ccc(O)c(N2C(=O)C3C4C=CC(C4)C3C2=O)c1 (stereo not given)
  A: -2 | B: -1% | C: 13 | D: -1%

CN1CCc2c(sc3c2C(=O)NC(c2cccc(OC(=O)c4cccs4)c2)N3)C1 (stereo not given)
  A: 4 | B: . | C: ? | D: -8%

COc1ccc(C(=O)c2coc3ccc(O)c(CN4CCOCC4)c23)cc1
  A: -1 | B: . | C: 29 | D: 4%

Cc1ccc(C2=NN(C(=S)Nc3ccccc3)C(c3ccco3)C2)cc1 (stereo not given)
  A: -6 | B: -13% | C: 92 | D: -21%

COC(=O)c1ccc(NC(=O)c2ccc3c(c2)OCO3)cc1
  A: 8 | B: -1% | C: ? | D: -5%

Cc1[nH]n(-c2ccccc2)c(=O)c1S(=O)(=O)c1ccccc1
  A: 0 | B: ? | C: 1 | D: -16%

O=C(COc1ccccc1)NC1CCN(Cc2ccccc2)CC1
  A: -15 | B: 8% | C: ? | D: 0%

COC(=O)C1(C)C=C2C(=C(c3ccccc3)C(=O)C2C)CN1 (stereo not given)
  A: . | B: -10% | C: . | D: -3%

# Arranged by value in PNC inhibitor (descending): 7 of the compounds above.
Structure	IMPase cell inh	ALOX15B inhib	PNC inhibitor	12-hLO inh
Cc1ccc(C2=NN(C(=S)Nc3ccccc3)C(c3ccco3)C2)cc1 (stereo not given)	-6	-13%	92	-21%
COC(=O)CSC1=C(C#N)C(=O)NC(c2ccccc2)S1 (stereo not given)	-3	13%	23	?
O=C(NCc1ccccn1)c1cc(S(=O)(=O)N2CCN(c3ccccc3)CC2)ccc1Cl	3	4%	16	-5%
O=C(c1c(Cl)nc2sccn12)N1CCCc2ccccc21	2	0%	15	4%
CCS(=O)(=O)c1ccc(O)c(N2C(=O)C3C4C=CC(C4)C3C2=O)c1 (stereo not given)	-2	-1%	13	-1%
Cc1[nH]n(-c2ccccc2)c(=O)c1S(=O)(=O)c1ccccc1	0	?	1	-16%
O=C(NC(=S)Nc1ccccc1Cl)c1csnn1	-4	?	-30	-20%

# Additional entries:
# Field names: A = IMPase cell inh; B = ALOX15B inhib; C = PNC inhibitor; D = 12-hLO inh
COc1ccc(C2C(C(=O)NCC3CCCO3)CCC(=O)N2c2ccc3c(c2)OCO3)cc1 (stereo not given)
  A: -1 | B: -1% | C: 18 | D: 4%

CC(CN1CCCCC1)OC(=O)c1ccccc1Cl (stereo not given)
  A: -7 | B: 15% | C: ? | D: 7%

COc1cccc(C2NC(CC(C)C)(C(=O)O)C3C(=O)N(Cc4ccccc4)C(=O)C23)c1O (stereo not given)
  A: -5 | B: 1% | C: ? | D: 7%

CC(=O)N1CCN(C(=S)NC(=O)c2ccc(S(=O)(=O)N3CCOCC3)cc2)CC1
  A: . | B: . | C: 41 | D: -4%

O=C(Nc1cccc(C(=O)N2CCOCC2)c1)c1cccnc1
  A: -4 | B: -2% | C: ? | D: 4%

Clc1ccc(OCc2cn3cccnc3n2)c2ncccc12
  A: -6 | B: 3% | C: 33 | D: -8%

C=CCN1C(=O)/C(=C2/Sc3ccccc3N2CCCS(=O)(=O)O)SC1=S
  A: -3 | B: ? | C: ? | D: ?

COc1cc(NC(=O)c2c(F)cccc2F)nc(OC)n1
  A: 7 | B: 0% | C: 39 | D: 3%

Cc1ccc(CNCc2ccccc2Cl)cc1
  A: -5 | B: 31%[activator] | C: ? | D: 2%

O=C(N/N=C/CCc1ccccc1)c1ccc(CN2c3cccc4cccc(c34)S2(=O)=O)cc1
  A: 6 | B: . | C: -4 | D: 9%

CCOc1ccc(C2CC(c3ccc(F)cc3)Nc3nc(N)nn32)cc1 (stereo not given)
  A: -6 | B: . | C: 59 | D: -3%

O=C1NCN(c2ccccc2)C12CCN(CCCC(c1ccc(F)cc1)c1ccc(F)cc1)CC2
  A: 4[20.6 µM] | B: 49%[activator][25.6 µM] | C: . | D: -5%[25.6 µM]

CCn1c(=O)cc(OCC(=O)Nc2cc(C)ccn2)c2ccccc21
  A: . | B: . | C: 28 | D: -1%

Cc1ccc2c(c1)CCCN2C(=O)C1CCCO1 (stereo not given)
  A: 6 | B: 1% | C: ? | D: 0%

CCCCCCNc1nc(-c2ccc(OC)cc2)c(CCC(=O)O)s1
  A: -3 | B: . | C: 1 | D: -7%

CC(C)(C)n1cnc2cc(NS(=O)(=O)c3ccc(Br)cc3)ccc21
  A: 8 | B: 35%[activator] | C: 13 | D: -23%

O=S1(=O)CCC(S(=O)(=O)N2CCCCCC2)C1 (stereo not given)
  A: -1 | B: . | C: 9 | D: 2%

Cc1ccc(-c2csc(N3N=C(c4ccccc4)/C(=C\c4ccc(N(C)C)cc4)C3=O)n2)cc1
  A: -5 | B: 13% | C: 11 | D: -8%

CCCC(c1nnnn1CCc1ccccc1)N1CCN(C2CCCC2)CC1 (stereo not given)
  A: 8 | B: 8% | C: ? | D: -9%

O=C(c1ccco1)[C@@H]1[C@@H]2C(=O)N(c3ccc(F)cc3)C(=O)[C@@H]2[C@H]2C=Cc3ccccc3N21
  A: . | B: . | C: -3 | D: -5%

COc1cccc(CN2C(=O)C3(C(C#N)=C(N)OC4=C3C(=O)CCC4)c3ccccc32)c1 (stereo not given)
  A: 4[1.84 µM] | B: 3%[11.4 µM] | C: ? | D: -4%

CCOC(=O)C1CCN(Cc2cccc(OC)c2)CC1
  A: 3 | B: -8% | C: 3 | D: 3%

CCc1ccc(/C=C2\Oc3cc(OC(=O)N4CCOCC4)ccc3C2=O)cc1
  A: . | B: . | C: -29 | D: -2%

CC1CCC(NS(=O)(=O)c2ccc3c(c2)n(C)c(=O)c(=O)n3C)CC1 (stereo not given)
  A: 5 | B: -5% | C: -25 | D: 0%

CCN1CCN(C(=O)c2cnn3c(C(F)F)cc(-c4ccc(C)cc4)nc23)CC1
  A: 2 | B: 16% | C: 1 | D: -3%

# Field names: A = IMPase cell inh; B = ALOX15B inhib; C = PNC inhibitor; D = 12-hLO inh
CN1C(=O)NC(c2ccc(O)cc2)C(C(=O)c2cccs2)C1(O)C(F)(F)F (stereo not given)
  A: 10 | B: -6% | C: 28 | D: -19%

CCN(CC)C(=O)CSc1nnc(CCCCCNC(=O)OC(C)(C)C)o1
  A: 5 | B: 0% | C: -24 | D: -6%

CC1(C)CC(=O)C2=C(C1)OC(c1ccncc1)C(C#N)=C2N (stereo not given)
  A: 0 | B: 5% | C: 11 | D: 3%

CC1CCCN(c2ccc(C(=O)NCc3cccs3)cn2)C1 (stereo not given)
  A: 13 | B: . | C: ? | D: 2%

COc1ccc(NC(=O)c2ccc(-c3ccc(-c4noc(C)n4)cc3C)cc2)cc1N1CCN(C)CC1
  A: -3&12 | B: 41%&31%[activator] | C: . | D: -4%&-4%

CC(=O)c1cc(C)oc1C
  A: . | B: -4% | C: . | D: -5%

CCOc1ccc(N2C(=O)S/C(=C\c3cccn3C)C2=O)cc1
  A: . | B: . | C: ? | D: 0%

Cc1cc(N)n2ncc(-c3cccc(Br)c3)c2n1
  A: -5 | B: 18% | C: 34 | D: -1%

CCOC(=O)c1c(NC(=O)C2COc3ccccc3O2)sc(C(C)=O)c1C (stereo not given)
  A: 3 | B: -3% | C: 2 | D: 6%

CCOC(CNC(=O)c1ccc(N2CCc3ccccc32)c([N+](=O)[O-])c1)OCC
  A: . | B: . | C: ? | D: -5%

CCN1CCN(C(=S)Nc2ccc3nc(N4CCN(C)CC4)cc(C)c3c2)CC1
  A: . | B: . | C: -13 | D: 3%

CCOC(=O)c1sc(NC(=O)CSc2nc3c(c(=O)n2-c2ccc(F)cc2)SCC3)c(C(=O)OCC)c1C
  A: . | B: . | C: 25 | D: 0%

COC(CNC(=O)c1cccc2c1C(=O)N(Cc1cccnc1)C2)OC
  A: 4 | B: 8% | C: 1 | D: 4%

COc1ccc(N(CC(=O)N2CCCCCC2)S(=O)(=O)c2c(C)[nH]c(=O)[nH]c2=O)cc1
  A: -4 | B: 2% | C: -22 | D: -1%

CN1CCN(S(=O)(=O)c2ccc(NC(=O)c3cccc(S(=O)(=O)N4CCCC4)c3)cc2)CC1
  A: 24 | B: 13% | C: -13 | D: 1%

Cc1cc(S(=O)(=O)N2CCCCCC2)c(Cl)cc1Cl
  A: 2 | B: 6% | C: 15 | D: 1%

COC(=O)CSc1n[nH]c(-c2cccnc2)n1
  A: 5 | B: -7% | C: 32 | D: -3%

CS(=O)(=O)N1CCN(c2cccc(Cl)n2)CC1
  A: -3 | B: 2% | C: 9 | D: -2%

CC1CCc2sc3ncn4nc(C(=O)NCc5ccco5)nc4c3c2C1 (stereo not given)
  A: 7 | B: -6% | C: ? | D: -6%

CC(=O)Nc1ccc2c(c1)CCC2=O
  A: -7 | B: 1% | C: 20 | D: -4%

CC(C)c1cc(C(F)(F)F)nc(NNc2nc(C(C)C)cc(C(F)(F)F)n2)n1
  A: . | B: -8%[11.4 µM] | C: . | D: -2%[11.4 µM]

O=C(CCN1C(=O)C2C3C=CC(C3)C2C1=O)NC1CCCc2ccccc21 (stereo not given)
  A: 2 | B: 4% | C: -17 | D: -1%

O=C(N/N=C\C=C\c1ccco1)c1cc(-c2ccc3ccccc3c2)n[nH]1
  A: 10 | B: . | C: 5 | D: -7%

COCCn1c(SCCN2CCCCC2)nc2ccccc2c1=O
  A: 10 | B: -13% | C: -22 | D: -6%

# Three entries from above, with values ahead of the structure.
IMPase cell inh,ALOX15B inhib,PNC inhibitor,12-hLO inh,mol
2,6%,15,1%,Cc1cc(S(=O)(=O)N2CCCCCC2)c(Cl)cc1Cl
5,-7%,32,-3%,COC(=O)CSc1n[nH]c(-c2cccnc2)n1
-3,2%,9,-2%,CS(=O)(=O)N1CCN(c2cccc(Cl)n2)CC1

# Not all compounds are listed. The share of hits here may be higher or lower than overall.
